FBW7 activator: FBW7 E3 ligase activators, primary screen, biochemical, AlphaScreen, human; AlphaScreen FBW7–phospho-cyclin E peptide binding, activator screen; normalized activity (activation), % at 26.1 µM; 650,000 compounds, 0.13% hits; in the data active means normalized activity above about 1.9%;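 further: purified mutant Fbw7 with reduced substrate affinity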
MITF primary: MITF inhibitors, primary screen, biochemical, AlphaScreen, human; Microphthalmia-associated transcription factor (Homo sapiens), O75030; AlphaScreen MITF homodimerization, bead proximity signal; inhibition, % at 2.6 µM; 650,000 compounds, 0.91% hits; AID 1259374, 2018; in the data active means inhibition above about 50%;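 further: 0% = vehicle wells with protein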
Target sequence (O75030 whole entry, looked up): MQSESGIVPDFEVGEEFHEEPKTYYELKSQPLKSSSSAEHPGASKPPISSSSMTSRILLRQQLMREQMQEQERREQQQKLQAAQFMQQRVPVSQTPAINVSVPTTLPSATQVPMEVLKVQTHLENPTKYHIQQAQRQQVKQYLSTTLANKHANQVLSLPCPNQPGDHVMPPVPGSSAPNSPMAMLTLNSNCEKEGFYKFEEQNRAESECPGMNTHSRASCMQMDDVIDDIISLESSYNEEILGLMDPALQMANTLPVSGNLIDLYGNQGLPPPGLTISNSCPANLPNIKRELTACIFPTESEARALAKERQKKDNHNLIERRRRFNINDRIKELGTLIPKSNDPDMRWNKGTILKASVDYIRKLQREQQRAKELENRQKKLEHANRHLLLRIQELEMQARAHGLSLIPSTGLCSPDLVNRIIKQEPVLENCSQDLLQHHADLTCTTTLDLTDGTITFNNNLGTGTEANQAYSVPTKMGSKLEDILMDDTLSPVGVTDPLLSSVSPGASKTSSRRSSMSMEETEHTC
GPR151 activ: activators of human GPR151, primary screen, cell-based, PathHunter beta-arrestin, luminescence. G-protein coupled receptor 151 (Homo sapiens), Q8TDV0. PathHunter beta-arrestin GPR151 cells. activation, % at 11.2 µM. 650,000 compounds, 1% hits. AID 1508602, 2020; in the data active means activation above about 4.9%;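 further: 0% = median of compound wells and 100% = cells with positive control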
Target sequence (Q8TDV0 whole entry, looked up): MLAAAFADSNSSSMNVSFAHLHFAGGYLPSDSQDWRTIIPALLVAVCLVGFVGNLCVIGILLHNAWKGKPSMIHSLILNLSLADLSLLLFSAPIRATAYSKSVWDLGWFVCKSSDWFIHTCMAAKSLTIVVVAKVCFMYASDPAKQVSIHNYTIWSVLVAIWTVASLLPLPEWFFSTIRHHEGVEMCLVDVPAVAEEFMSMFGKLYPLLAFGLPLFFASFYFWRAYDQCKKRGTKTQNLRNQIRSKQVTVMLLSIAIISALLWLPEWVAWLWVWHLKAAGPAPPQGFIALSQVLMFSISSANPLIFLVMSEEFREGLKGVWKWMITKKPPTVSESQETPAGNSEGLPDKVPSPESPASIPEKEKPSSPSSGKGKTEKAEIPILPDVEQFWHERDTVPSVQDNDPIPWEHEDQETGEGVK
TEAD-YAP inh: TEAD-YAP interaction inhibition, primary screen, TEAD-YAP interaction inhibitor project, luminescence, HEK-TIYL cells; 640,000 compounds, 1.4% hits; TEAD-Gal4/YAP UAS-luciferase luminescence; inhibition, % at 9.12 µM; in the data active means inhibition above about 32%;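 further: 0% = median of test compound wells and 100% = reference inhibitor wells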
An asterisk follows results filed as active.

1	O=C(Nc1cccc([N+](=O)[O-])c1)c1ccc(Br)c(S(=O)(=O)N2CCOCC2)c1
2	CC(=O)Nc1ccc(N2C(=O)CC(NCc3ccco3)C2=O)cc1 (configuration not stated)
3	CC(=O)Nc1cccc(C(=O)OCc2ccc(S(=O)(=O)Cc3ccccc3)cc2)c1
4	Cc1cc(N2CCN(C3=NCC(C)(C)S3)CC2)n2c(nc3ccccc32)c1C#N
5	c1coc(-c2nc(-c3ccncc3)no2)c1
compound no.	1	2	3	4	5
FBW7 activator	-0.1	0.0	-0.1	-0.1	-0.1
MITF primary	6	12	-7	-1	-35
GPR151 activ	0.0	-0.4	3.8	0.5	-8.6
TEAD-YAP inh	-2	8	-5	13	-45

6	N#Cc1ccc(NC(=O)c2cc(-c3ccco3)on2)cc1
7	O=C(Oc1ccc(F)cc1)N1CCN2C(=O)[C@@H]3CSCN3C(=O)[C@H]2C1
8	CCCCOc1ccc(C2=N/C(=C\c3ccc(Br)cc3)C(=O)N2c2ccc(OC)cc2)cc1
9	CCc1ccccc1N(CC(=O)NC(C)(C)C)S(=O)(=O)c1ccc(C)cc1
10	CCC(CO)NC(=O)C(=O)Nc1cccc(F)c1 (configuration not stated)
compound no.	6	7	8	9	10
FBW7 activator	-0.1	-0.3	0.1	0.1	0.7
MITF primary	13	8	6	6	17
GPR151 activ	-0.1	-0.4	1.3	1.5	-2.0
TEAD-YAP inh	4	-4	8	9	-22

11	CCOc1ccc(NC(=O)N2CCC(n3nnc4cc(C)ccc43)CC2)cc1
12	COc1ccc(C2C(C#N)=C(N)Oc3n[nH]c(C(C)C)c32)c(OC)c1OC (configuration not stated)
13	CCCSc1nnc2c(n1)OC(c1cccc(Br)c1)Nc1ccccc1-2 (configuration not stated)
14	Cc1ccc(NC2=C([N+](=O)[O-])C(=O)c3ccccc32)cc1C
15	CC(=O)c1c(C)[nH]c(C(=O)NNC(=O)c2ccc(Br)cc2)c1C
compound no.	11	12	13	14	15
FBW7 activator	0.1	0.1	0.0	0.1	0.6
MITF primary	16	9	0	12	8
GPR151 activ	-1.0	-0.1	-0.6	-1.6	-1.5
TEAD-YAP inh	-7	-7	-9	-5	9

Part of the list above, tab-delimited:
#	compound	FBW7 activator	MITF primary	GPR151 activ	TEAD-YAP inh
2	CC(=O)Nc1ccc(N2C(=O)CC(NCc3ccco3)C2=O)cc1 (configuration not stated)	0.0	12	-0.4	8
3	CC(=O)Nc1cccc(C(=O)OCc2ccc(S(=O)(=O)Cc3ccccc3)cc2)c1	-0.1	-7	3.8	-5
4	Cc1cc(N2CCN(C3=NCC(C)(C)S3)CC2)n2c(nc3ccccc32)c1C#N	-0.1	-1	0.5	13
5	c1coc(-c2nc(-c3ccncc3)no2)c1	-0.1	-35	-8.6	-45
6	N#Cc1ccc(NC(=O)c2cc(-c3ccco3)on2)cc1	-0.1	13	-0.1	4
7	O=C(Oc1ccc(F)cc1)N1CCN2C(=O)[C@@H]3CSCN3C(=O)[C@H]2C1	-0.3	8	-0.4	-4
8	CCCCOc1ccc(C2=N/C(=C\c3ccc(Br)cc3)C(=O)N2c2ccc(OC)cc2)cc1	0.1	6	1.3	8
9	CCc1ccccc1N(CC(=O)NC(C)(C)C)S(=O)(=O)c1ccc(C)cc1	0.1	6	1.5	9
10	CCC(CO)NC(=O)C(=O)Nc1cccc(F)c1 (configuration not stated)	0.7	17	-2.0	-22
11	CCOc1ccc(NC(=O)N2CCC(n3nnc4cc(C)ccc43)CC2)cc1	0.1	16	-1.0	-7
12	COc1ccc(C2C(C#N)=C(N)Oc3n[nH]c(C(C)C)c32)c(OC)c1OC (configuration not stated)	0.1	9	-0.1	-7
13	CCCSc1nnc2c(n1)OC(c1cccc(Br)c1)Nc1ccccc1-2 (configuration not stated)	0.0	0	-0.6	-9
14	Cc1ccc(NC2=C([N+](=O)[O-])C(=O)c3ccccc32)cc1C	0.1	12	-1.6	-5
15	CC(=O)c1c(C)[nH]c(C(=O)NNC(=O)c2ccc(Br)cc2)c1C	0.6	8	-1.5	9

Next section:
16	CN(CCO)c1ccc2nonc2c1[N+](=O)[O-]
17	CC(C)OCCCNC(=O)c1cc(-c2ccncc2)nc2ccccc12
18	CC(C)n1cnc2c(NCCO)nc(-c3csc4ccccc34)nc21
19	CN(C(=O)COC(=O)c1cc(Cl)cc(Cl)c1N)C1CCCCC1
20	CCOc1ccccc1N1CCN(C(=O)c2ccc([N+](=O)[O-])cc2Cl)CC1
compound no.	16	17	18	19	20
FBW7 activator	-0.4	0.1	-0.1	0.3	0.0
MITF primary	3	0	-3	-12	20
GPR151 activ	1.6	1.8	-0.7	0.8	-1.5
TEAD-YAP inh	-8	7	10	6	3

21	CCOc1ccc(C(=S)N2CCCC2)cc1OCC
22	CCCc1cc(=O)oc2cc(OCC(=O)OCC)cc(OCC(=O)OCC)c12
23	CN(C)CCNc1ccnc2c(-c3cccc4cccnc34)cnn12
24	CC1CN(c2nc3c(c(=O)[nH]2)CCN(CCC(C)c2ccccc2)C3)CC(C)O1 (configuration not stated)
25	CCCNC(=O)c1ccnc(NCc2ccc3c(c2)OCO3)c1
compound no.	21	22	23	24	25
FBW7 activator	0.1	0.1	0.4	0.9	0.3
MITF primary	6	-1	-4	0	6
GPR151 activ	2.6	0.7	0.9	1.7	-0.4
TEAD-YAP inh	-5	0	-40	7	1

26	CC1(C)CC(=O)C(Sc2ccc(I)cc2)=C(O)C1
27	Cc1nc2ncnn2c(C)c1CCC(=O)NC1CCCCC1
28	CCOc1ccc2nc(NC3=NCN(CCCN4CCOCC4)CN3)nc(C)c2c1
29	COc1ccc(Br)cc1C(=O)Nc1cc(C)on1
30	COc1cccc(NC(=O)CCC2CCN(Cc3cccc(C)n3)CC2)c1
compound no.	26	27	28	29	30
FBW7 activator	-0.2	-0.2	-0.1	-0.1	-0.1
MITF primary	1	15	2	-7	-5
GPR151 activ	-0.1	-0.6	2.3	-0.1	2.7
TEAD-YAP inh	3	8	-6	-5	0

31	CCC(=O)N1CCN(c2ccc(Cl)cc2NC(=O)c2cccnc2)CC1
32	O=C(COc1ccc(Cl)cc1Cl)Nc1ccc2oc(-c3cccc(F)c3)nc2c1
33	OCCCNc1ccc2ncc(-c3ccc(Oc4ccccc4)cc3)n2n1
34	O=C(Nc1cc(Cl)cc(Cl)c1)c1cc(S(=O)(=O)N2CCCCC2)ccc1F
35	CCC(CO)NC(=O)c1cccc(S(=O)(=O)N2CCOCC2)c1 (configuration not stated)
compound no.	31	32	33	34	35
FBW7 activator	-0.2	0.3	0.1	0.1	0.6
MITF primary	-2	28	10	-2	16
GPR151 activ	-0.5	-1.3	1.2	0.5	-0.3
TEAD-YAP inh	-1	-5	50*	5	-1

36	CCCN=Cc1c(C)[nH]n(-c2ccc(C)c(C)c2)c1=O
37	O=S(=O)(c1ccccc1)N1CCN(C(=S)Nc2ccc(F)cc2)CC1
38	Cc1cc(C)cc(N(C(C)C(=O)Nc2cc([N+](=O)[O-])ccc2C)S(C)(=O)=O)c1 (configuration not stated)
39	COc1ccc(C2CC(c3cccs3)=NN2C(=O)CSc2nnc(CNC(=O)c3cccc([N+](=O)[O-])c3C)n2-c2ccccc2)cc1 (configuration not stated)
40	C=CCOc1ccc(/C(O)=C2/C(=O)C(=O)N(CCN(C)C)C2c2ccc(C(C)(C)C)cc2)c(C)c1 (configuration not stated)
compound no.	36	37	38	39	40
FBW7 activator	0.1	0.3	-0.1	0.0	0.0
MITF primary	1	10	6	8	-8
GPR151 activ	-2.4	2.0	-0.7	-0.4	-0.9
TEAD-YAP inh	-47	5	13	2	0

41	COc1ccccc1Nc1nc(-c2ccc(OC)c(OC)c2)cs1
42	O=C(c1cc(Cl)ccc1Cl)N1CCN(c2ccc([N+](=O)[O-])cc2)CC1
43	O=c1c2c3c(sc2[nH]c(=S)n1C1CCCCC1)CCCCC3
44	C/C(=C\C(=O)c1cccnc1)Nc1ccc(F)c(Cl)c1
45	CC1CN(CC(=O)NCc2cccc(-n3cccn3)c2)Cc2ccccc2O1 (configuration not stated)
compound no.	41	42	43	44	45
FBW7 activator	-0.4	0.1	0.1	0.0	-0.2
MITF primary	-5	7	-2	-6	15
GPR151 activ	0.8	-1.3	-0.6	-1.2	0.1
TEAD-YAP inh	-9	7	-2	-3	10

46	CCN(CC)S(=O)(=O)c1ccc(Cl)c(C(=O)Nc2ccc(Br)cc2)c1
47	COc1ccc(N(C(=O)c2ccccc2)C2CCS(=O)(=O)C2)cc1 (configuration not stated)
48	COc1ccc(CCNS(=O)(=O)c2ccc(OC)c(C(=O)O)c2)cc1OC
49	COc1ccc2[nH]c(=O)c(CN(CCO)C(=O)c3cccc(F)c3)cc2c1
50	COC(=O)CN(C(=O)c1cc2ccccc2oc1=O)c1ccc(Br)cc1
compound no.	46	47	48	49	50
FBW7 activator	-0.1	-0.1	-0.1	0.0	-0.2
MITF primary	-10	-5	4	7	-4
GPR151 activ	-1.0	0.2	1.3	0.0	1.7
TEAD-YAP inh	18	-4	2	15	-22

51	C#CCOc1ccc(OC(=O)c2ccc(OCCCCCC)cc2)cc1
52	Cn1cc(S(=O)(=O)N2CCCC2)cc1C(=O)N1CCN(c2cccc(Cl)c2)CC1
53	O=C(Cc1ccc(Cl)cc1)Nc1nccs1
54	Brc1cccc(-c2nnc3sc(CN4CCCCC4)cn23)c1
55	Cc1ccc(-c2cc(F)c3c(c2)CC(CNC(=O)c2ccc[n+]([O-])c2)O3)cc1F (configuration not stated)
compound no.	51	52	53	54	55
FBW7 activator	-0.2	-0.2	0.2	0.0	-0.1
MITF primary	1	-3	-10	-7	-9
GPR151 activ	2.9	1.2	-2.8	0.4	0.8
TEAD-YAP inh	5	-1	-6	5	0

56	O=C(CSc1nnc(-c2ccccc2)c(-c2ccccc2)n1)NCc1ccco1
57	Cc1ccc(C(=O)N=C2SCCN2C(=O)c2ccc(C)s2)s1
58	O=C(CSc1nc(-c2ccccc2)cc(-c2ccccc2)n1)NCc1ccco1
59	COc1ccc(OC)c(C2C3CN(C(C)=O)CC=C3C(C#N)=C(N)C2(C#N)C#N)c1 (configuration not stated)
60	CCc1ccc(Nc2nncc(=O)[nH]2)cc1
compound no.	56	57	58	59	60
FBW7 activator	-0.2	0.1	1.4	-0.2	0.0
MITF primary	-1	2	7	6	9
GPR151 activ	0.3	-1.4	-1.2	-0.1	-0.9
TEAD-YAP inh	-4	-58	7	3	-5

61	O=C(Oc1c(Br)cc(Br)c2cccnc12)c1cccc(Cl)c1
62	O=C(COc1cccc2ccccc12)Nc1ccccc1CO
63	Cc1cccc(C(=O)Nc2nnc(-c3ccc4c(c3)OCO4)s2)c1
64	Cc1cc(C)c(OCC(=O)Nc2ccc(S(=O)(=O)Nc3ncccn3)cc2)c(C)c1
65	NC(=O)c1ccccc1OCC(=O)NS(=O)(=O)c1ccccc1
compound no.	61	62	63	64	65
FBW7 activator	-1.0	-0.2	0.1	0.2	0.1
MITF primary	6	0	10	15	13
GPR151 activ	1.3	0.5	0.1	-0.5	-0.7
TEAD-YAP inh	5	4	-7	-4	16

66	Cn1nc(C(F)(F)F)cc1C(=O)Nc1ccc(S(=O)(=O)N2CCCC2)cc1
67	O=C(CCS(=O)(=O)c1ccc(Br)s1)NC1CCCCC1
68	COc1ccc(Cl)cc1S(=O)(=O)N(C)CC(O)Cn1c2ccccc2c2ccccc21 (configuration not stated)
69	Cc1cccc(C[C@H](N)c2nc3ccc(-c4ccncc4)cc3[nH]2)c1
70	O=C(NCc1nc(N2CCCC2)c2cc(Cl)ccc2n1)C1CCOC1 (configuration not stated)
compound no.	66	67	68	69	70
FBW7 activator	-0.1	0.1	0.0	-0.8	0.0
MITF primary	-8	5	10	13	17
GPR151 activ	2.1	-0.1	1.2	-0.5	1.6
TEAD-YAP inh	-3	-3	2	12	-3

71	O=C(COc1ccc(N2CCCC2)nn1)NCCn1ccc2ccccc21
72	Cc1cccc(C(=O)N2c3ccccc3C(N(C(=O)c3cccc(C)c3)c3ccccc3)CC2C)c1 (configuration not stated)
73	COc1ccccc1-n1nc(C(=O)NCc2ccc(F)cc2)c2ccccc2c1=O
74	O=C(Nc1nnc(-c2ccc(F)cc2)s1)c1ccco1
75	Cc1ccc(NC(=O)C2C3C=CC4(O3)C2C(=O)N(CC2CCCO2)C4C(=O)NC2CCCCC2)cc1C (configuration not stated)
compound no.	71	72	73	74	75
FBW7 activator	-0.1	-0.1	0.1	-0.1	0.4
MITF primary	15	-10	8	3	17
GPR151 activ	-0.9	-0.2	1.4	-1.1	-2.4
TEAD-YAP inh	12	-6	-7	-26	14

An excerpt from above, showing only FBW7 activator and MITF primary.
No.	SMILES	FBW7 activator	MITF primary
44	C/C(=C\C(=O)c1cccnc1)Nc1ccc(F)c(Cl)c1	0.0	-6
45	CC1CN(CC(=O)NCc2cccc(-n3cccn3)c2)Cc2ccccc2O1 (configuration not stated)	-0.2	15

Continued.
76	COc1cc(C(=O)Nc2nnc(CCS(=O)(=O)c3ccc(Cl)cc3)s2)cc(OC)c1OC
77	CCOC(=O)Nc1nnc(C(F)(F)F)s1
78	Nc1c(/C=C2\C=C(Br)C=CC2=O)c(=O)nc2sc(COc3ccccc3)nn12
79	C=CCn1c(C(=O)OCC)cc2sc(C)cc21
80	CC(=O)CSc1nc2c(c(=O)n(C)c(=O)n2C)n1Cc1ccccc1Cl
compound no.	76	77	78	79	80
FBW7 activator	0.3	1.4	0.5	0.0	-0.1
MITF primary	14	24	20	-2	-3
GPR151 activ	-0.4	-1.7	0.1	0.6	0.3
TEAD-YAP inh	7	8	-1	4	-8
